# Myeloid diff MLP: compounds promoting myeloid differentiation | ER-HoxA9 myeloid progenitors, lysozyme-GFP differentiation, flow cytometry | calls only at 10 µM | 1% of 360,000 active;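 active means normalized GFP-positive differentiation at or above the plate's own cutoff, the solvent-only control mean plus 3 SD; inconclusive means no clear call, values can overlap the other calls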;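 further: cells exposed to compound for four days before flow analysis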
# human PMI inhibitors: human PMI inhibitors, high substrate, primary screen, biochemical, fluorescence intensity, high mannose 6-phosphate (AID 1220); 0.66% of 190,000 active; one-dose inhibition, % at 20 µM; IC50 in µM for titrated hits; recombinant PMI enzyme, coupled fluorescence intensity; higher % means a stronger effect
# Siah-1 displacement: blockers of Siah-1 interaction with plectin peptide – biochemical, fluorescence polarization, rhodamine-plectin, uHTS, primary screen (AID 1817) | Siah-1 / rhodamine-plectin peptide fluorescence polarization; higher % means a stronger effect | displacement, % at 20 µM, or IC50 in µM where a hit was titrated | 0.02% of 290,000 active;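 active means displacement of at least 50% at 20 µM, with a fluorescence ratio check between 0.3 and a set limit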;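 further: plate controls were Siah plus tracer with DMSO for no effect and tracer alone without Siah for full effect; strong numbers were not always called active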
# RSV antiviral HEp-2: inhibition of RSV-induced cytopathic effect – HEp-2 cells, primary 10 µM value included (AID 2391); HEp-2 cells, RSV-induced CPE inhibition; higher % means a stronger effect; one-dose CPE inhibition, % at 10 µM; IC50 in µM for titrated hits; 0.13% of 310,000 active; in the data active means a potency from the dose series; inconclusive means CPE inhibition mostly from about 23% at the one dose, without a potency; inactive means the rest, 99 in 100 with CPE inhibition below about 21%; further: strong numbers were not always called active
# WT yeast gro inh: growth inhibition of WT yeast, mitochondrial fusion screen. 2.1% of 190,000 active. inhibition, % at 10 µM. mitochondrial fusion phenotypic screen, WT strain; in the data active means inhibition above about 58%; tested in S. cerevisiae
# PMI inhibitors: MPI enzyme activity inhibition – biochemical, fluorescence intensity, coupled assay, primary screen (AID 1209). inhibition, % at 20 µM, or IC50 in µM where a hit was titrated. 0.42% of 190,000 active. purified PMI enzyme, coupled fluorescence intensity; higher % means a stronger effect;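 further: plate controls were DMSO vehicle for no effect and wells lacking substrate for full effect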
# XIAP displacement: small molecules displacing peptide from XIAP – biochemical, IAP family, fluorescence polarization (AID 1018). XIAP BIR domain, fluorescence polarization peptide displacement; higher % means a stronger effect. one-dose displacement, % at 20 µM; IC50 in µM for titrated hits. 0.007% of 200,000 active; in the data active means displacement above about 50%; further: a part of the inactive calls stands beside numbers as strong as those of hits
# TNAP activation fold: human TNAP enzyme activators, primary screen, biochemical, luminescent, no phosphate acceptor, uHTS (AID 1001); purified TNAP, luminescent activation assay, no phosphate acceptor; higher activation fold means a stronger effect; activation fold at 20 µM, or EC50 in µM where a hit was titrated; 0.03% of 200,000 active; in the data active means activation fold from about 3, or a potency from the dose series; inactive means the rest, 99 in 100 with activation fold below about 1.6; further: many of its hits are not listed in these tables
# PhoP inhibition: PhoP-dependent GFP reporter repression – Salmonella Typhimurium, primary screen (AID 1863). inhibition, % at 50 µM, or IC50 in µM where a hit was titrated. S. Typhimurium PhoP-regulated promoter GFP reporter, 4 h; higher % means a stronger effect. 0.16% of 300,000 active;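 active means inhibition over 29.93%, a cutoff 3 SD above the screen mean, later confirmed by dose response; inconclusive means inhibition over 29.93% but no dose response follow-up; inactive means inhibition at most 29.93% or unconfirmed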;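 further: 0% = low Mg2+ inducing control and 100% = high Mg2+ repressing control; strong numbers were not always called active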
# WT yeast gro inh mutant strain: second read-out of WT yeast gro inh, no call of its own (marks repeat the call); inhibition, %; mitochondrial fusion phenotypic screen, mutant strain inhibition
# Myeloid diff MLP GFP+ MAC1+ %: further read-out of Myeloid diff MLP, marked with its call; GFP+ MAC1+ double positive, %; measured here: differentiation confirmed by MAC1 staining
# Active calls of the source: *; i = inactive; ? = inconclusive; . = no result given; + = active, no number. Unless noted, no stated cut-off is given here; in the data, active means inhibition above about 50%; inactive means the rest.
canonical_smiles,PhoP inhibition,Myeloid diff MLP GFP+ MAC1+ %,XIAP displacement,PMI inhibitors,Myeloid diff MLP,WT yeast gro inh,human PMI inhibitors,WT yeast gro inh mutant strain,RSV antiviral HEp-2,Siah-1 displacement,TNAP activation fold
CCOC(=O)C1CCN(S(=O)(=O)c2ccc(OCC(=O)OC)cc2)CC1,5%,1.3,-3.5%,6%,i,-15,0%,-15,2.2%,0%,1.1
Clc1ccc(-c2ccnc(Oc3ccc4ccccc4c3)n2)cc1,0%,1.0,-6.7%,-6%,i,19,4%,19,1.9%,0%,1
COc1ccnc(Oc2ccc(F)cc2)c1-c1ncn[nH]1,3%,0.3,-8.0%,-6%,i,-8,0%,-12,-0.5%,-5%,0.9
O=C(NCc1ccco1)c1cc2c(s1)CSC2,4%,.,-9.6%,-14%,.,5,-41%,8,1.4%,2%,1.3
CCCN1CCN(CCCNC(=O)Cn2nc(C)n3c(cc4cc(F)ccc43)c2=O)CC1,-4%,1.9,.,.,i,.,.,.,-0.1%,-2%,.
O=C(Nc1ccc2c(c1)CCC2)c1cc(=O)[nH]c2ccccc12,4%,0.6,.,.,i,.,.,.,-0.1%,-1%,.
O=c1c2ccccc2c(/C=N/n2cnnc2)c(O)n1-c1ccccc1,14%,6.0,-3.9%,13%,i,-6,10%,6,1.2%,7%,1.1
O=c1[nH]c(C(F)(F)F)nc2ccccc12,-7%,0.7,-4.4%,5%,i,7,4%,12,0.3%,-3%,1.1
CCn1cc(/C=C/C(=O)Nc2ccc(C)cc2Br)cn1,-2%,0.9,-0.2%,4%,i,6,8%,12,12%,5%,1
COC(=O)c1ccccc1S(=O)(=O)Nc1ccc2cn[nH]c2c1,-12%,0.4,5.1%,4%,i,-5,15%,1,2.9%,0%,1.1
CC(=O)c1cc(C(=O)Nc2ccc3ccccc3c2)c(C)o1,10%,0.6,.,.,i,.,.,.,2.3%,-1%,.
CN1CCN(C(=O)c2ccc(COc3ccc(Cl)cc3Cl)cc2)CC1,-2%,6.5,-3.4%,0%,i,37,6%,30,1.7%,-4%,1.1
CN1CCc2cccc3c2C1Cc1ccc(O)c(O)c1-3 (stereo not given),-1%,0.9,.,.,i,.,.,.,1.9%,1%,.
CCOc1ccccc1N1CCN(C(=O)CC(C)C)CC1,-4%,0.2,-3.2%,-1%,i,18,7%,3,1.1%,7%,1.1
CCC(C)N1C(=O)CCC1C(=O)O (stereo not given),5%,1.6,-20%,10%,i,-5,6%,-5,3.8%,0%,1.1
COc1ccc(NCC(=O)N/N=C/c2c(C)nn(Cc3ccccc3)c2Cl)cc1,-18%,0.6,-4.7%,12%,i,1,18%,-10,1.7%,-7%,1.1
CC1(C)Cc2c(sc(NC(=O)c3ccc(Br)o3)c2C#N)CO1,2%,1.1,-6.0%,-2%,i,2,2%,6,16%,-5%,1
O=C(CN1C(=O)c2ccccc2S1(=O)=O)c1ccc(F)c(F)c1,-6%,2.4,.,.,i,.,.,.,2.3%,-4%,.
CC(=O)c1ccc(N2Cc3ccccc3/C2=N\C(=O)Nc2ccccc2)cc1,-5%,0.5,-6.4%,10%,i,-15,5%,-6,1.4%,5%,1.1
COc1ccccc1N(CC(=O)NCCN1CCOCC1)S(=O)(=O)c1ccccc1,3%,0.9,.,.,i,.,.,.,0.8%,-2%,.
O=C(COC(=O)C(O)c1ccccc1)c1ccc2c(c1)OCCO2 (stereo not given),7%,.,1.4%,4%,.,16,3%,2,0.8%,19%,1.1
O=C(Nc1ccc2c(c1)S(=O)(=O)N=C1CCCCCN12)c1ccccc1Cl,1%,0.0,-4.7%,10%,i,-4,26%,1,0.1%,-2%,1.1
O=C(CCCCn1c(=O)[nH]c2ccccc2c1=O)N1CCN(c2cccc(C(F)(F)F)c2)CC1,-2%,0.6,-4.9%,16%,i,13,10%,17,21%,5%,1
Cn1c(NC(=O)c2ccc(F)cc2)c(-c2ccccn2)c(=O)c2ccccc21,-9%,0.5,.,.,i,.,.,.,-0.1%,-1%,.
CCC(=O)NCCc1cc2ccc(C)cc2[nH]c1=O,0%,2.5,-8.1%,6%,i,13,5%,5,1.1%,-2%,1
O=C(CN1C(=O)c2cccc3cccc1c23)Nc1ccc2c(c1)OCO2,-3%,1.7,-2.4%,-2%,i,40,17%,17,0.1%,0%,1
CCOC(=O)c1cc2c(nc1C)-c1cc(Cl)cc(Cl)c1OC2O (stereo not given),-2%,0.5,-4.0%,-7%,i,-12,7%,10,-0.6%,0%,1.1
CCN1C(=O)C2C(c3cccc(F)c3)NC(C)(C(=O)OC)C2C1=O (stereo not given),-5%,0.8,-2.7%,-4%,i,-14,4%,-3,0.9%,5%,1.1
COc1ccc(C(=O)CSc2ncnc3nc[nH]c23)cc1,-9%,2.0*,.,.,+,.,.,.,10%,4%,.
CCOc1ccc(OCC)c(S(=O)(=O)n2cc(C)nc2CC)c1,-3%,0.3,-8.5%,4%,i,8,8%,17,-2.1%,3%,1.1
CCc1nc(SCC(=O)Nc2nnc(CC)s2)c2c(C)c(C)sc2n1,-5%,6.5,-2.5%,2%,i,-7,-7%,-54,-0.6%,1%,1.1
CCn1c(O)c(C=C2N=c3ccccc3=N2)sc1=S,-6%,1.4,-6.5%,-31%,i,-4,-19%,15,2.1%,5%,1.1
CCOC(=O)CNc1ccc2c(c1)OCO2,-38%,1.0,0.7%,19%,i,0,6%,0,1.5%,2%,1.1
C=CCn1c(COc2ccc3c(c2)CCCC3)nnc1SCC(=O)Nc1cccc(SC)c1,-4%,3.1,-5.7%,15%,i,39,9%,17,1.5%,-3%,1.1
COc1ccccc1-n1cnc2c(c1=O)c1nc3ccccc3nc1n2CCc1ccccc1,5%,0.9,-0.9%,15%,i,20,15%,-14,5.8%,1%,1
O=C(COC(=O)CCCOc1ccc(Cl)cc1Cl)NCc1ccccc1,-9%,0.1,-6.2%,16%,i,-3,16%,10,2.1%,-4%,1
Cc1cc2c(o1)CC(C)(C)CC2=O,-6%,0.3,-2.8%,-21%,i,-17,-12%,13,-0.1%,-3%,1.1
O=C(Nc1cccc(NC(=O)c2c(F)cccc2F)n1)c1c(F)cccc1F,2%,0.3,.,.,i,.,.,.,7.7%,-2%,.
CC12CCC(C(=O)N(NC(=O)c3ccccc3Cl)C1=O)C2(C)C (stereo not given),3%,0.9,-6.0%,7%,i,11,2%,0,-1.1%,3%,0.9
Cc1cccc(NC(=O)CC2SC(=NC3CCCCC3)NC2=O)c1 (stereo not given),-6%,0.8,-1.6%,8%,i,5,8%,-1,1.4%,0%,1.1
CN(c1ccc(C(=O)NCCc2ccccc2)cc1)S(C)(=O)=O,2%,0.6,0.0%,0%,i,-9,-2%,1,0.1%,-2%,1.2
Cc1cc(NC(=O)CSc2nc(-c3ccco3)cc(C(F)(F)F)n2)n(-c2ccccc2)n1,-9%,.,-2.5%,-5%,.,4,-2%,-16,0.3%,-6%,1.1
Cc1ccc2c(=O)cc(C(F)F)oc2c1,0%,0.5,-5.9%,0%,i,15,1%,19,2.7%,-3%,1.1
CC1CCN(C(=O)Cn2nc(C(F)(F)F)c3c2CCCC3)CC1,10%,0.9,1.3%,-4%,i,-1,2%,7,-0.5%,2%,1.1
CCC1C2CN(C(C)=O)CC=C2C(C#N)=C(N)C1(C#N)C#N (stereo not given),20%,0.5,0.1%,2%,i,9,21%,-2,-0.1%,0%,1.1
COc1ncnc2c1N[C@@](C)(O)c1c(F)c(F)c(F)c(F)c1S2,0%,0.8,-2.1%,-3%,i,2,-11%,-15,3.9%,-3%,1.1
COCCNC(=O)CN1CCC(NC(=O)Nc2ccccc2)CC1,-3%,0.7,-2.5%,0%,i,-2,2%,-12,1.4%,-1%,1.1
COc1ccc(C(=O)C2CCCN(C3Cc4ccccc4C3)C2)c(OC)c1 (stereo not given),6%,1.2,2.1%,.,i,16,.,12,-2.3%,10%,1.1
Cn1nc(-c2ccccc2)cc1NS(=O)(=O)c1ccccc1,-7%,0.5,.,.,i,.,.,.,2.9%,-2%,.
O=C(NC1CCCCC1)c1ccc(S(=O)(=O)NCc2cccnc2)cc1,13%,3.8,-1.7%,4%,i,14,3%,12,9.1%,4%,1.1
CCOC(=O)CS(=O)(=O)c1ccc2ccccc2c1,-13%,3.2,-1.8%,0%,i,-11,-5%,9,1.7%,7%,1.1
COc1ccc2cnn(-c3ccccc3)c(=O)c2c1OC,-4%,1.1,-3.7%,16%,i,-13,12%,0,1.2%,2%,1.1
COc1ccc(C(=O)NCc2ccon2)cc1OC1CCN(C(C)C)CC1,-4%,1.7,.,.,i,.,.,.,1.2%,-1%,.
Cc1cccc(-n2ncc3c(NCCCn4ccnc4)ncnc32)c1,-3%,2.1,-4.5%,16%,i,6,14%,8,1.2%,1%,1
COc1ccc(NC(=O)COC(=O)Cc2c[nH]c3ccccc23)cc1OC,1%,0.9,-5.9%,1%,i,18,6%,7,-2.3%,-3%,1.2
O=C(NCc1ccco1)c1cc(-c2cccs2)nc2ccccc12,-26%,0.4,0.6%,-2%,i,-10,-28%,-4,1.6%,-1%,1.2

# Grouped by structure: those above containing bromine
canonical_smiles,PhoP inhibition,Myeloid diff MLP GFP+ MAC1+ %,XIAP displacement,PMI inhibitors,Myeloid diff MLP,WT yeast gro inh,human PMI inhibitors,WT yeast gro inh mutant strain,RSV antiviral HEp-2,Siah-1 displacement,TNAP activation fold
CCn1cc(/C=C/C(=O)Nc2ccc(C)cc2Br)cn1,-2%,0.9,-0.2%,4%,i,6,8%,12,12%,5%,1
CC1(C)Cc2c(sc(NC(=O)c3ccc(Br)o3)c2C#N)CO1,2%,1.1,-6.0%,-2%,i,2,2%,6,16%,-5%,1

# Continuation.
canonical_smiles,PhoP inhibition,Myeloid diff MLP GFP+ MAC1+ %,XIAP displacement,PMI inhibitors,Myeloid diff MLP,WT yeast gro inh,human PMI inhibitors,WT yeast gro inh mutant strain,RSV antiviral HEp-2,Siah-1 displacement,TNAP activation fold
CC1(C)Cc2c(C#N)c(SCC(=O)c3ccccc3)nc(N3CCOCC3)c2CO1,-14%,0.5,-7.5%,0%,i,-14,7%,8,12%,-3%,1.1
COC(=O)Cc1ccc(NC(=S)Nc2ccccn2)cc1,0%,0.5,-5.3%,21%,i,10,25%,25,10%,2%,1
CCOC(=O)c1c(NC(=O)CCS(=O)(=O)c2ccccc2)sc2c1CCN(C(C)C)C2,-9%,.,.,.,?,.,.,.,0.7%,4%,.
O=C(/C=C\N1CCOCC1)c1ccc(Br)cc1,-2%,0.1,.,.,i,.,.,.,1.9%,9%,.

# High-throughput results: PubChem, several laboratories
